FUS suppressor – rescues growth of FUS-expressing yeast; S. cerevisiae FUS-expressing, growth rescue, OD600, 24 h; Potency, µM (highest dose often 76.6 µM), for the others: at the top dose growth rescue (activation), actives largely listed as activators; 390,000 compounds, 0.24% hits; AID 1347120;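 note: potency is the fitted concentration of half-maximal effect; plate controls were DMSO vehicle for no effect and reference control for full effect; nearly all actives have a fitted effect of over 55% in size; some results filed as inactive show a strong effect at the top dose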
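S. cerevisiae expressing FUS from galactose induction served as the toxicity model. Growth after 24hr at 30C, read as absorbance at 600 nm, indicates suppression of toxicity; compounds dosed at several concentrations.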
Abeta rescue – restores growth of yeast expressing A-beta42 peptide; Potency, µM (series often up to 46.1 µM), for inactives: at the top dose growth rescue, most hits filed as activators; AID 1347071; 410,000 compounds, 0.063% hits; yeast expressing A-beta42, growth rescue, OD600, 48 h; response scale: 0% DMSO, 100% iron-clioquinol control; note: potency is the fitted concentration of half-maximal effect; nearly all actives have a fitted effect of over 55% in size
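Yeast growth medium received pinned compounds, then yeast cells expressing toxic A-beta were added; plates incubated at 30 C for 48 hr. Growth read as absorbance at 600 nm, normalized to DMSO and equimolar FeCl3 plus clioquinol controls.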
TDP-43 yeast inh – TDP-43 toxicity inhibition in yeast. TDP-43 expressing yeast growth rescue, BacTiter-Glo, 24 h. 410,000 compounds, 1.8% hits. Potency, µM (series often up to 46.1 µM), inactives show top-dose growth rescue (activation), most hits filed as activators; note: potency is the fitted concentration of half-maximal effect; % of control where 0% means no effect; nearly all actives have a fitted effect of over 50% in size
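Readout is BacTiter-Glo luminescence of cell growth, so inhibitors register as activators. TDP-43-expressing yeast at OD600=0.02 in galactose medium, after raffinose pregrowth to mid-log, were incubated with compound for 24 hr at 30 deg C.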
EPAC2 agonist – EPAC2 (human) agonism. EPAC2 activation, biochemical qHTS; response scale: 100% = 6.5 mM cAMP response. Potency, µM (doses to about 154 µM), for inactives: at the highest dose activation, usual class: activators. 360,000 compounds, 0.079% hits. AID 720711; note: potency is the fitted concentration of half-maximal effect; nearly all actives have a fitted effect of over 50% in size
Target sequence (Q8WZA2 whole entry, looked up): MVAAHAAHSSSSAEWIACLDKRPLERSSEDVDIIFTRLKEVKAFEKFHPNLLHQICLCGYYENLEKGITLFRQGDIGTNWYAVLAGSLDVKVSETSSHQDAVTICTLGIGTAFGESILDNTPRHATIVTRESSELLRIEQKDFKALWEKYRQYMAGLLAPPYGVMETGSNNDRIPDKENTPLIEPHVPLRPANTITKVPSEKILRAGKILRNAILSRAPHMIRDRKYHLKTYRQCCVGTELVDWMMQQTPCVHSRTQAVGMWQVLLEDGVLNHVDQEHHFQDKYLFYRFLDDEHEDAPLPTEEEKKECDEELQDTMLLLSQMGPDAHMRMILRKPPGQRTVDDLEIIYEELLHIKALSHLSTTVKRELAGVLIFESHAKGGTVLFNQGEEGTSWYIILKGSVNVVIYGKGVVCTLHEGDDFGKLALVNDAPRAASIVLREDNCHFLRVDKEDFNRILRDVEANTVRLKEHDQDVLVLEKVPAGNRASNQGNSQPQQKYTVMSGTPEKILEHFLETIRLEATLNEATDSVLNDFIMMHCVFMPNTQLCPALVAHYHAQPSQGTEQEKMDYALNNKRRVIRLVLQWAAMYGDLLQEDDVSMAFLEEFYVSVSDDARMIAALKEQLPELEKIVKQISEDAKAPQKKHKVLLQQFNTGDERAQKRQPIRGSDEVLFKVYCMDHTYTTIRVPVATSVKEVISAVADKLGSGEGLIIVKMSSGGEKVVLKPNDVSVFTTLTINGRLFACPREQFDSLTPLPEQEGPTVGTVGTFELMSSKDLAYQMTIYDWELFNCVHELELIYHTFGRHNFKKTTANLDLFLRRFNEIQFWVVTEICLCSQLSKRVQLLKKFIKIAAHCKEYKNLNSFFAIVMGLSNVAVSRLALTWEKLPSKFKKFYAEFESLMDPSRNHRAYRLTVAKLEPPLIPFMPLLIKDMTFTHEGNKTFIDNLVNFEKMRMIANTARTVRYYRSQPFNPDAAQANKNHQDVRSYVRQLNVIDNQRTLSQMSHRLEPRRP
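EPAC2 (100 nM) mixed with Rap1B loaded with BODIPY-GDP (250 nM) plus 50 uM unlabeled GDP; compounds pinned in, 5 min RT, then read every 5 min for 30 min (ex 480, em 540 nm). Normalized to cAMP control.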
aSyn yeast inh – rescues yeast growth from alpha-synuclein toxicity | Yeast expressing alpha-synuclein, growth rescue, BacTiter-Glo, 24 h | Potency, µM (top dose mostly 46.1 µM), for the others: top-dose growth rescue (activation), most hits filed as activators | 370,000 compounds, 0.14% hits; note: potency is the fitted concentration of half-maximal effect; % of control where 0% means no effect; nearly all actives have a fitted effect of over 65% in size
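Readout is rescue of growth in alpha-synuclein-expressing yeast, so inhibitors of toxicity appear as activators. Growth after 24 hr at 30 deg C in galactose medium is quantified by luminescence.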
D3 antag – blocks the human D3 dopamine receptor; P35462; D3R cells, DiscoveRx beta-arrestin luminescence, antagonist mode; hits give low values; max response, negative = inhibition, %; 360,000 compounds, 2.5% hits; in the data active = max response below about -50%; inconclusive = no clear call, values can overlap the other calls; note: % is set by controls: 0 for no effect and ±100 for the full control effect; mostly tested at two doses, the higher about 12 µM
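Cells expressing the human receptor were seeded at 1500 cells/well, incubated overnight at 37 degrees C in 5% CO2, then exposed to library compounds with dopamine controls for 90 minutes at 37 degrees C before luminescent detection.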
D3 ag – D3 dopamine receptor (human) agonism; AID 652048; max activation, %; D3R DiscoveRx beta-arrestin cells, luminescence, 90 min; P35462; 410,000 compounds, 0.58% hits; in the data active = max activation above about 30%; note: 0% is about no effect; mostly tested at two doses, the higher about 12 µM
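Agonist mode: compounds and dopamine controls were applied to plated cells for 90 min at 37 degrees C after an overnight attachment at 1500 cells/well. Luminescent read-out followed 30 - 60 minutes at room temperature with DiscoveRx detection reagent.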
EPAC2 antagonist – antagonists of human EPAC2; EPAC2 GEF exchange of Rap1B-BODIPY-GDP, fluorescence; Potency, µM (highest dose often 114 µM), for inactives: at the highest dose activity, negative = inhibition, actives largely listed as inhibitors; Q8WZA2; 360,000 compounds, 0.18% hits; note: potency is the fitted concentration of half-maximal effect; % is set by controls: 0 for no effect and ±100 for the full control effect; nearly all actives have a fitted effect of over 45% in size; many of its hits are not listed in these tables
An asterisk follows results filed as active; ? = inconclusive; . = no result given; [ ] = another dose, or the depositor's remark. Unless noted, calls come from the whole dose curve; as a rule, active = well fitted curve in the direction sought with a large enough effect; inconclusive = small, poorly fitted or top-dose-only effect, or another doubt; inactive = no such curve, though single readings can be large; an effect the other way counts as inactive or inconclusive. These rows are one share of the data (hit frequency here may not be typical).

Values run as follows: FUS suppressor | Abeta rescue | TDP-43 yeast inh | EPAC2 agonist | aSyn yeast inh | D3 antag | D3 ag | EPAC2 antagonist
COc1ccccc1CNC(=O)C(C)NS(=O)(=O)c1ccc(Br)cc1 (stereo not given)
 : -8% | -9% | 9% | 1% | 0% | -68* | 2 | 2%
CCC(C(N)=NCCc1ccc(OC)c(OC)c1)c1ccccc1 (stereo not given)
 : -4% | 0% | 1% | 5% | 1% | 10 | 4 | -11%
COC(=O)c1ccc2ccccc2n1
 : -15% | -20% | -5% | 5% | 4% | 13 | 3 | 8%
COCC(=O)Nc1c(C(=O)Nc2ccccc2OC)oc2ccccc12
 : 1% | 13% | -11% | 1% | 4% | 12 | 9 | 0%
Cn1c(=O)[nH]c(=O)c2c1nc1n2CCCS1
 : -10% | 9% | -3% | 4% | -13% | 19 | 3 | 7%
CC1=C(C(=O)OCc2ccccc2)C(c2ccccc2Cl)NC(=O)N1CCCCCC(=O)O (stereo not given)
 : -14% | 10% | 35µM* | 1% | -3% | 33 | 1 | -22%
CCCCNC(=O)CSc1nc2ccccc2nc1Cc1ccccc1
 : 38% | -11% | 21% | . | . | . | -4 | .
Cc1cccc(NC(=O)C2CCCN2C(=O)OCc2ccccc2)c1 (stereo not given)
 : -4% | -6% | 0% | 2% | 6% | 12 | 19 | -12%
Cc1ccc(S(=O)(=O)NC(=O)COc2cc(C)ccc2C(C)C)cc1
 : -1% | -8% | 2% | -1% | 12% | -55* | -7 | -12%
CN(CC(=O)Nc1ccc(Cl)cc1)C(=O)CCc1c[nH]c2ccccc12
 : 20% | -3% | -15% | 16% | -2% | -11 | -24 | -17%
O=C1c2ccccc2NC(c2ccccc2)N1Cc1ccccc1 (stereo not given)
 : 1% | 5% | 16µM* | 19% | 9% | 7 | 26 | -4%
CCc1cc(C(=O)Nc2cc(S(=O)(=O)N(CC)CC)ccc2N2CCN(C)CC2)sc1C
 : 27% | 6% | -27% | -14% | 0% | -2 | -5 | 0%
O=C(O)c1cc(N=Nc2c(O)[nH]c3ccc([N+](=O)[O-])cc23)ccc1Cl
 : -18% | -18% | -8% | 12% | -8% | -28 | -2 | ?
CCN1C(=O)c2cccc3c(S(=O)(=O)NCc4ccco4)ccc1c23
 : 31% | -4% | -15% | -1% | 5% | -4 | 8 | 4%
[O-][N+](=C(c1ccccc1)c1ccccc1)c1ccccc1
 : 1% | 11% | -10% | 6% | -4% | -4 | -1 | -11%
CNC(=O)c1[nH]cnc1C(=O)N[C@@H](CC(C)C)C(=O)OCc1ccccc1
 : ? | 6% | -7% | 6% | 1% | -17 | 15 | 0%
O=C(COc1ccc(Cl)cc1)Nc1nnc2n1CCS2
 : 12% | -11% | 6% | . | -7% | . | -14 | .
COc1ccc(NC(C)=O)cc1NC(C)c1nc2sc(C)c(C)c2c(=O)[nH]1 (stereo not given)
 : 23% | -14% | -2% | 0% | 1% | 3 | 0 | -7%
CCCCSCc1[nH]c(=O)[nH]c1C(=O)CCCCC(=O)OCC
 : 27% | -10% | -16% | -16% | -4% | -4 | -2 | -7%
Cc1cc(-n2c(C)cc(C(=O)CSc3nncn3C)c2C)no1
 : 22% | 8% | -18% | -2% | 2% | -8 | -15 | 1%
Cc1ccc(C2=NNC(=O)C(c3c[nH]c4ccccc34)C2)cc1 (stereo not given)
 : -32% | -5% | 6% | -6% | 0% | 0 | 3 | -6%
CN(C)S(=O)(=O)c1ccc(NC(=O)Cn2c(-c3ccccc3)noc2=O)cc1
 : 17% | -15% | ? | 4% | -1% | -29 | -8 | 5%
CCCN(CCC)c1nc2ccccc2nc1C(C#N)C(=O)OCCOC (stereo not given)
 : 35% | -3% | -3% | 8% | 9% | 0 | -4 | -10%
COc1ccc(-c2cc(C(=O)Nc3ccn(Cc4ccc(C)cc4)n3)no2)cc1OC
 : 1% | -17% | 12% | . | . | . | 5 | .
CC(CC(=O)N1CCc2ccccc21)c1ccccc1 (stereo not given)
 : -2% | 13% | 6% | 13% | -10% | 1 | -7 | 8%
COc1ccc(Nc2nnc(-c3ccc(C)cc3)c3ccccc23)cc1C(=O)N1CCCCC1
 : 21% | -5% | -14%[0.397 µM] | -3% | -2% | -23 | 2 | -15%
Cc1ccc(CSc2ncc(Cl)c(C(=O)NCCc3ccc(S(N)(=O)=O)cc3)n2)cc1
 : 17% | -7% | 14% | . | . | . | 4 | .
CC(O)c1ccc(OCCN(C)c2ccccn2)cc1 (stereo not given)
 : 10% | -4% | 8% | 4% | 1% | 10 | 11 | 1%
CC(C)(C)c1ccc(C(=O)c2c[nH]c(C(=O)NCCc3ccccn3)c2)cc1
 : 37% | 1% | -18% | -4% | -6% | -10 | 4 | 5%
C/C(=N/NC(=O)c1ccc(Cl)s1)c1ccc(NC(=O)COc2ccc(Cl)cc2)cc1
 : -12% | -19% | 9% | -2% | 0% | 2 | -5 | -4%
COc1ccc(N2CCN(C(=O)c3cc(=O)[nH]c4ccccc34)CC2)cc1
 : -5% | -2% | 14% | 10% | -2% | 11 | -3 | 1%
Cc1oc(-c2cccc(Cl)c2)nc1CN1CCC(C(=O)NCCCN2CCN(c3ccc(F)cc3)CC2)CC1
 : 11% | -24% | -11% | . | . | . | -13 | .
Cc1ccc(C(=O)c2cn(Cc3ccccc3)c3c(F)cc(F)cc3c2=O)cc1
 : -13% | -18% | 12% | . | . | . | -2 | .
COC(=O)c1ccccc1NC(=O)CSc1nc(O)c(-c2ccccc2)c(=O)[nH]1
 : -17% | -7% | -1% | 2% | -1% | -6 | -4 | 13%
Cc1ccc(C(=O)NCCN2CCOCC2)cc1S(=O)(=O)N1CCCCC1
 : . | -3% | 3% | -3% | -7% | -18 | -14 | -3%
O=C(COC(=O)c1ccc(O)cc1O)NC1CC1
 : -12% | -5% | -7% | 2% | -6% | 2 | 2 | 17%
CC(=O)Nc1cccc(-c2ccnc3c2CC(C(=O)NCc2ccc(N4CCN(C)CC4)cc2)O3)c1 (stereo not given)
 : -28% | -14% | 12% | -1% | -7% | -5 | -6 | 11%
O=C1Nc2cc(C(=O)NCCN3CCCCCC3)ccc2S/C1=C/c1ccccc1F
 : ? | -23% | 3% | 3% | 2% | -2 | 1 | 11%
Cc1cc(S(=O)(=O)NC2CCCCC2)c(C)s1
 : 15% | 3% | 9% | -10% | 11% | -15 | 8 | -3%
O=C(N/N=C/c1ccc(Sc2nc3ccccc3s2)c([N+](=O)[O-])c1)c1ccccn1
 : 19% | -6% | -11% | 14% | 5% | -27 | -6 | -3%
Cc1nc(CS(=O)(=O)c2ccc(Cl)cc2)cc(Sc2ccc(Cl)cc2)n1
 : 15% | -5% | 28µM* | 20% | 4% | 20 | -1 | -9%
O=C(CCCCl)NC(=S)Nc1cc(C(F)(F)F)ccc1N1CCOCC1
 : 18% | ? | 13µM* | 6% | 0% | 7 | 1 | ?
COc1ccc(N=C2SCC(=O)N2Cc2ccccc2)cc1
 : 13% | -1% | 13µM* | 27% | -14% | -5 | -3 | -28%
CCn1c(-c2ccc([N+](=O)[O-])cc2)n[nH]c1=S
 : ? | 19% | 4% | 8% | 8% | -23 | -2 | -12%
O=C(CCSc1nc(-c2ccco2)cc(C(F)(F)F)n1)N1CCN(c2ccccn2)CC1
 : -15% | -5% | 4% | -2% | 3% | -1 | 6 | -24%[57.1 µM]
C#CCOCCOCCOCCNc1nc(N2CCN(C(=O)[C@H]([C@@H](C)CC)n3cc(CCCN=C(N)N)nn3)CC2)nc(N2CCN(C(=O)[C@H](CCCCN)n3cc(CC(C)O)nn3)CC2)n1 (stereo not given in full)
 : -8% | 6% | 21% | -1% | 0% | -20 | -3 | 0%
CC(=O)N1CCN(CCN=CC2=C(O)CC(c3ccco3)CC2=O)CC1 (stereo not given)
 : 34% | 6% | 3% | 12% | 14% | -7 | 3 | -4%
O=C(NC1CCCCCC1)C(=S)NC1CCCCC1
 : 12% | -5% | 6%[9.22 µM] | 1% | -3% | 1 | -2 | -11%
Cc1ccc(N=Nc2ccc3ccccc3c2O)cc1
 : -7% | -26% | -23% | 0% | -17% | -3 | -3 | 0%
Cc1ccc(S(=O)(=O)N2CCN(C(=O)COC(=O)COc3ccccc3)CC2)cc1
 : 18% | 11% | 0% | -2% | 4% | 12 | 3 | 3%
CC12C(=O)N(NC(=O)c3ccncc3)C(=O)C1C1C=CC2C1 (stereo not given)
 : . | -9% | -16% | -1% | 0% | 9 | 6 | 1%
CCNC(=S)NNC(=O)c1cccs1
 : -19% | 12% | 1% | -84%[15.6 µM] | 11% | 14 | -11 | 3%
Cc1c(N/C=C/C(=O)C(F)(F)F)c(=O)n(-c2ccccc2)n1C
 : 21% | -3% | -11% | 5% | -5% | 0 | 5 | 3%
CCCNC(=O)c1cc2c(c(-c3cccc(-c4cc5ccccc5o4)c3)n1)[C@@H](CCO)N(C(=O)NC(C)C)C2
 : ? | -13% | 30% | 0% | 1% | -12 | -8 | -1%
CC(C)c1ccc(NC(=O)CCCC(=O)NCCc2ccccc2)cc1
 : 6% | -10% | 17% | 4% | 2% | 0 | 1 | 1%
O=C(c1ccc(Br)s1)N1CCc2ccccc2C1
 : 3% | -16% | 4% | 10% | 7% | -6 | -4 | -19%
Cc1nc(C(=O)NCCC(C)C)sc1C1(C)CC(c2ccccc2)=NO1 (stereo not given)
 : 14% | -15% | 11% | 7% | 0% | 30 | -15 | -12%
Cc1ccc(-n2nc(C)c(=O)c(-c3ccccc3)c2NC(=O)c2cccs2)cc1
 : -4% | 6% | 21% | 5% | -1% | 11 | 5 | -2%
O=C(Nc1ccc(F)cc1)c1ccc(CSc2ccc(Cl)cc2)o1
 : 12% | ? | -9%[1.82 µM] | 11% | -5% | 0 | -5 | -11%

Some of the entries so far, as tab-separated lines:
smiles	FUS suppressor	Abeta rescue	TDP-43 yeast inh	EPAC2 agonist	aSyn yeast inh	D3 antag	D3 ag	EPAC2 antagonist
CC(=O)N1CCN(CCN=CC2=C(O)CC(c3ccco3)CC2=O)CC1 (stereo not given)	34%	6%	3%	12%	14%	-7	3	-4%
O=C(NC1CCCCCC1)C(=S)NC1CCCCC1	12%	-5%	6%[9.22 µM]	1%	-3%	1	-2	-11%
